Screening results: PubChem BioAssay, National Center for Advancing Translational Sciences (NCATS)
KDM5B inh: blocks human KDM5B histone demethylase activity | Q9UGL1 | KDM5B demethylase, FDH-coupled NADH fluorescence (FDH is formaldehyde dehydrogenase) | Potency, µM (series often up to 57.7 µM), without a hit: at the top dose activity change, negative = inhibition, most hits filed as inhibitors | 220,000 tested, 2.6% active; active = well fitted inhibition curve with a large enough effect; inconclusive = small, poorly fitted or top-dose-only effect; inactive = no such curve, though single readings can be large or run the other way; also: 0% is about no effect; nearly all actives have a fitted effect of over 70% in size
Target sequence (Q9UGL1 whole entry, looked up): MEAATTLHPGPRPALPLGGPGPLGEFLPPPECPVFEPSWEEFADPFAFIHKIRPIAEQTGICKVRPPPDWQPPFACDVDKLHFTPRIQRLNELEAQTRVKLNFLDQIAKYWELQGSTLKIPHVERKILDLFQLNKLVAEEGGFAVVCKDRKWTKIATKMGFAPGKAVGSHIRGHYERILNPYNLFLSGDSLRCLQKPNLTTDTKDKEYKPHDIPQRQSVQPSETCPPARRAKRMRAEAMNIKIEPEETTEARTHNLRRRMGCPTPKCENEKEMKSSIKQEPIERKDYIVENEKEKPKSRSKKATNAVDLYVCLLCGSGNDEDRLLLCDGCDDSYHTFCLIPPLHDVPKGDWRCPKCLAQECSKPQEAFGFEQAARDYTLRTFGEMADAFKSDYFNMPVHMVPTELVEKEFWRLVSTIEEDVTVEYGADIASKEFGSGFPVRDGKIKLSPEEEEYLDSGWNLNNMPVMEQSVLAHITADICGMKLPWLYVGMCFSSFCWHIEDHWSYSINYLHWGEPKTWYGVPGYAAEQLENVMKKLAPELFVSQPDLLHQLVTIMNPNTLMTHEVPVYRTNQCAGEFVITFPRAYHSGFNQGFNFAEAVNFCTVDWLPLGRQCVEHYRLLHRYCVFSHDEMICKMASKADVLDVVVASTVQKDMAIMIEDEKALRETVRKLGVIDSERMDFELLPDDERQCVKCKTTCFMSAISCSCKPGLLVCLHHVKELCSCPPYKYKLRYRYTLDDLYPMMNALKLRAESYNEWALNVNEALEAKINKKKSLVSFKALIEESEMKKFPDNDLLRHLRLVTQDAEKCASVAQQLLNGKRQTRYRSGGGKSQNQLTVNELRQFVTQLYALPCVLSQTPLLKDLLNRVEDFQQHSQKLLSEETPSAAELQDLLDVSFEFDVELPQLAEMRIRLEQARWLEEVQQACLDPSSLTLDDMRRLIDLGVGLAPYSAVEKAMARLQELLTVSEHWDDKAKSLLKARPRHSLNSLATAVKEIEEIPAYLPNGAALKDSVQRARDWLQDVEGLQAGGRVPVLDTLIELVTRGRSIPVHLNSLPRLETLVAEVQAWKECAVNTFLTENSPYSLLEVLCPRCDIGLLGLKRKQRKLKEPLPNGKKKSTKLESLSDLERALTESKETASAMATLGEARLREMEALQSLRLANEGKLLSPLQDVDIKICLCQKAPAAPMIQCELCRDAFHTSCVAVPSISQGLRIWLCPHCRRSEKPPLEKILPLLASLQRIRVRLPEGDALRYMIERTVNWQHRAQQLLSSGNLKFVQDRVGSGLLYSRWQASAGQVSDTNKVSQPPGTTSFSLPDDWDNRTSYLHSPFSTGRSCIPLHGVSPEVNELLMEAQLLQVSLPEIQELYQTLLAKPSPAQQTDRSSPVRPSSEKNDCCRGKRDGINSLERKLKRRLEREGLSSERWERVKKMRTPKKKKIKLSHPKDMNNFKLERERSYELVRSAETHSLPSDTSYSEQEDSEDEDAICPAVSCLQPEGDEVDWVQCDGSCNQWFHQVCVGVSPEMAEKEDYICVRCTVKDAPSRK
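Compound dilutions met 200 nM (final) KDM5BΔAP for 10 min at room temperature before substrate addition. The substrate mix held 12.5 µM H3K4me3 with cofactors 25 µM α-ketoglutarate and 50 µM Fe²⁺. NADH signal gain over 30 min defined activity.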
* hit, by the source's call; ? = inconclusive; & = joins results of further samples; [ ] = dose if it differs, or a comment. Potency is read from the fitted curve at half-maximal effect. An excerpt; count on the stated rates, not on these rows.

SMILES	KDM5B inh
COC(=O)C1=C(C)N=C2SC=C(CC(=O)N3CCCC3)N2C1c1cccc(OC)c1 (stereo not given)	?
O=C(CN1CCN(Cc2ccsc2)CC1)Nc1ccccc1C(=O)NC1CCCC1	6.0%
CCOc1ccc(NC(=O)c2cn(C3CCCCC3)c(=O)c3c2c2ccccc2n3C)cc1	17.3%
CC1(C)CC(CC(=O)N2CCN(Cc3ccccc3)CC(O)C2)CC(C)(C)N1 (stereo not given)	1.5%
C=CCn1c(Sc2ncc([N+](=O)[O-])s2)n[nH]c1=O	?
Cc1ccc(-n2nnnc2N2CCN(C(=O)Nc3ccc(C)c(F)c3)CC2)cc1C	-4.0%[115 µM]
Nc1nnnn1Cc1nnc(SCc2c(F)cccc2Cl)n1-c1ccccc1	2.8%
CCCNc1nc(-c2ccc(NC(C)=O)cc2F)cs1	-14.9%
O=C(O)CCn1ncc2cc(OC3CCN(C(=O)c4ccccc4OC(F)(F)F)CC3)ccc21	-10.6%
N#Cc1ccc(CN2CCC3(CC2)CC(=O)c2ccc(Cl)cc2O3)cc1	-2.9%

Grouped by structure: the entries above containing four or more nitrogen atoms.
SMILES	KDM5B inh
O=C(CN1CCN(Cc2ccsc2)CC1)Nc1ccccc1C(=O)NC1CCCC1	6.0%
C=CCn1c(Sc2ncc([N+](=O)[O-])s2)n[nH]c1=O	?
Cc1ccc(-n2nnnc2N2CCN(C(=O)Nc3ccc(C)c(F)c3)CC2)cc1C	-4.0%[115 µM]
Nc1nnnn1Cc1nnc(SCc2c(F)cccc2Cl)n1-c1ccccc1	2.8%

(cont.)
SMILES	KDM5B inh
CCN(CC)Cc1cnc2c(C(=O)Nc3ccc(C)cc3Cl)cnn2c1	?
CS(=O)(=O)N1CCC(OC2CCN(C(=O)NC3CCCC3)CC2)CC1	-13.8%
CNC(=O)Cc1ccc(NC(=O)C=C(C)C)cc1	18.5%
O=C(NCc1cc(F)cc(F)c1)c1noc(-c2ccc3c(c2)OCO3)n1	7.7%
O=C(N[C@@H]1CN(Cc2ccc(F)cc2)C[C@H]1CO)c1ccccc1	-18.2%
COC(=O)COC(=O)Cn1cc(I)c(=O)c(I)c1	14.5%
Cc1cccc(OCC(=O)N2CCC(n3cc(-c4nc(C)no4)nn3)CC2)c1	23.4%
COc1ccccc1C(=O)Nc1ccc2oc(-c3ccc(F)cc3)cc(=O)c2c1	-7.3%
Cc1ccc(NC(=O)N2CCC3(CCNC(=O)CC3)CC2)cc1F	17.8%
CCOc1ccc(NC(=O)/C=C/c2cccc3ccccc23)cc1	-4.8%

Next section, overlapping the part above by 3 compounds.
SMILES	KDM5B inh
COc1ccccc1C(=O)Nc1ccc2oc(-c3ccc(F)cc3)cc(=O)c2c1	-7.3%
Cc1ccc(NC(=O)N2CCC3(CCNC(=O)CC3)CC2)cc1F	17.8%
CCOc1ccc(NC(=O)/C=C/c2cccc3ccccc23)cc1	-4.8%
N#Cc1c(-c2cc(Cl)ccc2Cl)csc1N	?
Cc1nnc2n1CCC(NC(=O)c1cc(CN3CCOCC3)on1)CC2 (stereo not given)	?
CCc1nnc2c(NCc3ccccc3OC)nc3ccccc3n12	-19.1%
Cc1ccc(-c2ccc3nnc(SCC(N)=O)n3n2)cc1	?
CCc1ccc(-c2nc(SCC(=O)NCC3CCCO3)c(-c3ccc(F)cc3)[nH]2)cc1 (stereo not given)	12.7%
COc1ccc2nc(SCC(=O)Nc3nc(C)c(C)s3)[nH]c2c1	5.2%
COc1cccc(NC(=O)CN2C(=O)c3cccnc3Oc3ccc(Cl)cc32)c1	?
CCCOc1nc2ccccc2nc1N1CCC(C(=O)Nc2cc(F)cc(F)c2)CC1	?
CCCCN(Cc1cc2ccccc2[nH]c1=O)C(=O)c1cc(OC)c(OC)c(OC)c1	5.0%
CN1C2CCC1CC(NC(=O)c1ccc(Cl)cc1)C2 (stereo not given)	-5.5%
C[C@H](C(=O)NCCN1CCOCC1)C1CC[C@@]2(C)Cc3sc(CS(=O)(=O)Cc4ccc(F)cc4)nc3[C@@H](C)[C@@H]2[C@H]1O (stereo not given in full)	?
CC(C)COc1nc2ccccc2nc1C(C#N)C(=O)NCc1ccccc1 (stereo not given)	5.5%
O=C(O)CCCCNS(=O)(=O)c1ccccc1	-6.0%
CC(=O)N1CCC(N2CC3(C2)C(=O)N(Cc2ccc(C)o2)C(=O)[C@@H]2C[C@@H](O)CN23)CC1	-2.0%[86.2 µM]
CCOc1cc2c(cc1NC(=O)CCC(=O)c1ccc(C)cc1)OC(C)C2 (stereo not given)	-10.0%
Cc1nc(NCC2CC2)ncc1C(=O)O	22.4µM*
COc1ccc(C(=O)N[C@@H]2CN(c3ncccn3)C[C@H]2CN(C)C)cc1F	25.1µM*
O=C(Cc1ccc2c(c1)CCC2)Nc1cc(C(F)(F)F)ccc1Cl	18.8%
Cc1nnc2n1CCC(NC(=O)c1ccc(=O)[nH]c1)CC2 (stereo not given)	?
Cc1nc(-c2ccccc2)sc1C(C)N (stereo not given)	7.8%
CCOc1ccccc1NS(=O)(=O)c1ccc(C(C)C)cc1	15.2%
O=C(N[C@@H]1CN(c2ncccn2)C[C@H]1CO)c1cccc(Cl)c1	?
COc1ccc(Cn2c(=O)cc(N)n(-c3ccccc3C)c2=O)cc1	14.6%
COC(=O)c1c(C)oc2ccc(N(C(=O)c3ccncc3)S(=O)(=O)c3cc(C)c(C)cc3C)cc12	16.2%
CCOC(=O)c1[nH]ncc1[C@@H]1C[C@H]2CN(Cc3cccc(Cl)c3)C(=O)[C@]23CCCN13	19.9%
O=C(NN=C1CCCC1)c1nc(-c2ccccc2)n(-c2ccccc2)n1	31.1%[activator]
CCOc1ccc(NC(=O)C2CCN(c3nc4ccccc4[nH]3)CC2)cc1	?
CCOC(=O)C1CCCN(c2c(NCCc3ccc(C)cc3)c(=O)c2=O)C1 (stereo not given)	23.6%
COCCCNc1nc2ccccc2nc1NS(=O)(=O)c1ccc(F)cc1	?
CCn1ccc(C(=O)N2CCC(N3C[C@H](O)C[C@H]3C(=O)NCCOC)CC2)n1	-34.9%

5 neighbouring records from above, for reference:
SMILES	KDM5B inh
CCOc1ccccc1NS(=O)(=O)c1ccc(C(C)C)cc1	15.2%
O=C(N[C@@H]1CN(c2ncccn2)C[C@H]1CO)c1cccc(Cl)c1	?
COc1ccc(Cn2c(=O)cc(N)n(-c3ccccc3C)c2=O)cc1	14.6%
COC(=O)c1c(C)oc2ccc(N(C(=O)c3ccncc3)S(=O)(=O)c3cc(C)c(C)cc3C)cc12	16.2%
CCOC(=O)c1[nH]ncc1[C@@H]1C[C@H]2CN(Cc3cccc(Cl)c3)C(=O)[C@]23CCCN13	19.9%

Further records follow.
SMILES	KDM5B inh
O=c1c2c(n(Cc3ccccc3)n1-c1ccccc1)CN(Cc1ccc3[nH]ccc3c1)CC2	?
CNC(=O)CCNC(=O)c1ccccc1-c1ncc(-c2ccc(F)cc2)o1	?
COc1ccc(NC2CCCN(C(=O)c3ccc4nccnc4c3)C2)cc1OC (stereo not given)	-26.1%
c1ccc(-c2noc(-c3ccn4c(CN5CCSCC5)nnc4c3)n2)cc1	?
Cc1ccccc1C(=O)N1CCC(C(=O)NCCc2ccc(S(N)(=O)=O)cc2)CC1	21.7%
O=C(CSC1=Nc2ccccc2CS1)NC1CCCC1	23.6%
Cc1ccc(C(=O)N2CCC(n3cnnc3-c3ccccc3)CC2)cc1F	5.4%
CN(C)C[C@@H]1CN(c2ccccn2)C[C@H]1NC(=O)c1cccs1	?
Nc1nc(CN2CCN(C(=O)c3ccc(F)cc3)CC2)nc2ccccc12	-11.4%
COc1ccc(Cc2nc(P(=O)(OC)OC)c(NCc3ccc4c(c3)OCO4)o2)cc1	11.5%
O=C(Nc1nc2ccc(OC(F)F)cc2s1)c1ccccc1Cl	?
Cc1ccc(CC(=O)NCc2nc(-c3cccc(C)c3)no2)cc1	-9.1%
COc1ccc2c(C)c(CC(=O)Nc3nnc(C(C)C)s3)c(=O)oc2c1OC	?
CC(C(=O)Nc1sc2c(c1C#N)CCCCC2)n1cnc2c1c(=O)n(C)c(=O)n2C (stereo not given)	-0.1%
CC(=O)N1CCCc2cc(S(=O)(=O)N3CCN(c4ccc(F)cc4)CC3)ccc21	4.1%
COc1ccccc1NC(=O)c1ccc(S(=O)(=O)N(C)c2ccccc2OC)cc1	-14.0%
COc1cc(C)c(C)cc1S(=O)(=O)N1CC(C)(C)[C@@](C)(O)C1	-15.4%
O=C(NC1CCOCC1)c1cc(-c2ccccc2F)cc2c1OCCN2Cc1cccnc1	22.4µM*
Cc1nc(-c2ccccc2)ccc1C(=O)N1CCS(=O)(=O)c2ccccc21	-10.5%
Oc1ccc(O)c(C2C[C@@H]3CC[C@H]2C3)c1 (stereo not given in full)	?
O=C(OCc1nnnn1-c1ccccc1)C1(c2cccc(F)c2)CCCC1	-19.9%
CCc1ccc2nc(/N=C(\N)NC(=O)c3ccccc3N)nc(C)c2c1	?
CC1=C(C(=O)OC(C)(C)C)C(c2cccc(F)c2)C(C#N)=C(N)O1 (stereo not given)	?
Cc1c(C(=O)N2CCc3ccccc3C2)nnn1-c1ccc(Br)cc1	-4.6%
Cn1c2ccc(Br)cc2c2nnc(SCn3nnc4ccccc43)nc21	12.9%
COc1ccc(Cl)cc1C(=O)NCc1nnc2c(-c3nc(C(C)C)no3)cccn12	-16.6%
COc1ccc(-c2noc([C@@H]3CCCN3C(=O)c3ccc(C)nc3)n2)cc1	-12.4%
CCn1cc(Cl)c(C(=O)NNC(=O)CCn2ccc([N+](=O)[O-])n2)n1	-30.7%
C(=N\Nc1nc2ccccc2s1)/c1ccccn1	?
CCCN1C(C(C)=O)=C(OC(=O)CC)c2ccccc2S1(=O)=O	-3.2%
CCc1nc(C)c(C(=O)N2CCN3C(=O)CNC(=O)C3C2)s1 (stereo not given)	-13.4%
CCc1nn2c(=O)c(S(=O)(=O)Nc3ccc(C(C)C)cc3)c(C)nc2s1	?
Cc1c(NC(=O)CN(c2ccc(Cl)cc2)S(C)(=O)=O)c(=O)n(-c2ccccc2)n1C	14.3%
COc1ccc(Cl)cc1N(C)C(=O)Cn1cnc2sc(C)c(S(=O)(=O)N3CCN(c4ncccn4)CC3)c2c1=O	?
CCOC(=O)C1=C(C)N(CC(C)C)C(=O)NC1c1ccccc1OC(F)F (stereo not given)	6.1%
COc1ccccc1/C=C/c1nc2ccccc2n1C(C)C	?
CCc1cc(NCCc2nc(C)cs2)n2nccc2n1	1.1%
CC(C)Cn1nc(C(=O)OCC(=O)Nc2ccccc2Cl)c2ccccc2c1=O	15.4%
CN1CC[C@H]2CN(C(=O)C3(Cn4ccnc4)CC3)C[C@@]2(C(=O)O)C1	-15.7%
COc1ccc(-c2cc(C(=O)N3CCCN(C(C)=O)CC3)c3ccccc3n2)cc1	?
CCOc1ccc(C(=O)Cn2c(=O)n3nc(CCn4nc(C)cc4C)nc3c3cc(OC)c(OC)cc32)cc1	?
CCOC(=O)Cn1c(=O)n(Cc2ccccc2)c(=O)c2cccnc21	?
Cc1cc(OCC(=O)Nc2sc3c(c2C(N)=O)CCCC3)ccc1C(C)C	?
Cc1ccccc1NC(=O)Cc1nnc(SCC(=O)c2ccc(C#N)cc2)n1C	7.1%
COc1ccc2c(c1)OCC(C(=O)NCC1(c3ccccc3)CCOCC1)C2 (stereo not given)	?
O=C(NCc1cccs1)c1noc(-c2ccc(F)cc2)n1	-21.4%
CCN1c2cc(C(=O)Nc3cccc(Br)c3)ccc2C(=O)N2CCCCCC21 (stereo not given)	?
COc1cccc(CC(=O)NCCn2ccn3nc(-c4ccc(C)c(C)c4)cc3c2=O)c1	-11.2%
Cc1ccc(-c2nnc(Nc3ccc(O)cc3)c3ccccc23)cc1S(=O)(=O)NCc1nc2ccccc2[nH]1	-14.8%
O=c1cc(N2CCOCC2)oc2c(-c3cccc(F)c3)nccc12	39.8µM*

More results follow:
SMILES	KDM5B inh
C=CCNC(=O)Cn1nc2c(cc1=O)CCCCC2	3.4%
Cc1ccc2c(c1)N(C(=O)Cn1c(=O)n(CC(=O)N3CCCCC3)c(=O)c3sccc31)CCO2	-3.5%
COc1ccc(CNC(=O)N2CCCCC2c2noc(COc3ccc(C)cc3)n2)cc1 (stereo not given)	-2.8%
O=C(Nc1ccc(F)cc1)N1CCN(C(=O)c2nsc3ccccc23)CC1	-2.6%
c1ccc(Nc2nnc(-c3cccnc3)s2)cc1	-19.6%
COc1cccc(C(=O)N2CCC(N(C3CCOCC3)S(C)(=O)=O)CC2)c1	13.9%
COc1ccc(Cl)cc1NC(=O)c1nn(-c2ccc(C)cc2)c(=O)n(C)c1=O	1.5%
CCNC(=O)N1CCC2(CC1)SCC(=O)N2c1ccc(F)cc1	-16.4%
Cc1oc(-c2ccc(C(=O)Nc3ccc(F)cc3)cc2)nc1COc1ccccc1	-0.7%
COC[C@H]1NC(=O)CC[C@H]1C(=O)NCCCc1ccccc1	-13.8%
CCc1ccc(CN2CCN(c3ccc(C(N)=O)cn3)CC2)nc1	?
COc1ccc(CNC(=O)CC2Oc3ccc(C)cc3NC2=O)cc1 (stereo not given)	-25.8%
CCOc1ccccc1-c1noc(CSc2nnc(-c3ccncc3)n2-c2ccc(F)cc2)n1	-9.7%
CN1CCN(c2nc3c(c(=O)[nH]2)CCN(Cc2ccc(Cl)c(F)c2)CC3)CC1	4.0%
O=C(c1ccc(CCC2COc3ccccc3O2)cc1)N1CCCCC1 (stereo not given)	22.1%
O=C(COC(=O)COc1ccccc1F)Nc1ccc(Cl)cn1	-3.1%
O=C(Nc1ccc(Cl)c(-c2nc3cnccc3o2)c1)c1cc2ccccc2o1	19.8%
COCCN1Cc2ccc(Nc3ccc(OC)cc3)nc2C(C)(C(=O)NC2CCC2)C1 (stereo not given)	?
Cn1c(=O)[nH]c(=O)c2c1nc(CN1CCN(c3ccccc3F)CC1)n2Cc1ccc(F)cc1	-3.6%&-25.7%
Cn1c(=O)c2c(nc(Cl)n2Cc2ccc(C#N)cc2)n(C)c1=O	7.9%
COc1ccc(C(NC(=O)c2sc(-c3ccsc3)nc2C)c2nccn2C)cc1 (stereo not given)	-14.3%
